Screening results: PubChem, National Center for Advancing Translational Sciences (NCATS)
Vif-APOBEC3G blk: qHTS for Inhibitors of Vif-A3G Interactions: qHTS. DNA dC->dU-editing enzyme APOBEC-3G (Homo sapiens), Q9HC16. HeLa A3G-eYFP + Vif (tagged APOBEC3G with the HIV-1 protein that degrades it), YFP fluorescence, overnight. Potency, µM (series often up to 46.1 µM), for the others: at the top dose activity, negative = active, most hits filed as inhibitors. 410,000 tested, 0.076% active. AID 602310, 2012;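 note: potency is the fitted concentration of half-maximal effect; % is set by controls: 0 for no effect and ±100 for the full control effect; nearly all actives have a fitted effect of over 60% in size; hits raise eYFP signal because A3G escapes Vif-driven loss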
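Read-out is eYFP fluorescence (Ex 488/Em 500-530) from Vif-expressing HeLa A3G-eYFP cells; more signal means A3G escaped Vif-mediated degradation. Cells plated overnight, compound pinned in, incubated overnight at 37 deg C.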
PI4K2A block: qHTS for small molecular inhibitors of PI4K2A. Phosphatidylinositol 4-kinase type 2-alpha (Homo sapiens), Q9BTU6. purified PI4K2A, ADP-Glo luminescence, 1 h; active compounds read low. activity change, negative = inhibition, % at 76.9 µM. 420,000 tested, 0.13% active; in the data active = activity change below about -50%; inconclusive = mostly about -30% to -49%;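 note: -100% = wells without enzyme as full effect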
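PI4K2A activity was measured by ADP-Glo luminescence: enzyme (4 ug/mL stock) and phosphatidylinositol (1.2 mM stock) in Tris pH 7.5/MgCl2/EGTA/Triton X-100 buffer were reacted with ATP (300 microM stock) for one hour at ambient temperature.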
TrxR1 substrate: qHTS Assay for Substrates of Mammalian Selenoprotein Thioredoxin Reductase 1 (TrxR1): qHTS; purified TrxR1 substrate turnover, NADPH consumption readout; Potency, µM (series often up to 114 µM), inactives show at the highest dose activity change, negative = substrate turnover; 390,000 tested, 0.01% active; AID 588456, 2011; note: potency is the fitted concentration of half-maximal effect; % is set by controls: 0 for no effect and ±100 for the full control effect; nearly all actives have a fitted effect of over 50% in size
Target sequence (O89049 whole entry, looked up): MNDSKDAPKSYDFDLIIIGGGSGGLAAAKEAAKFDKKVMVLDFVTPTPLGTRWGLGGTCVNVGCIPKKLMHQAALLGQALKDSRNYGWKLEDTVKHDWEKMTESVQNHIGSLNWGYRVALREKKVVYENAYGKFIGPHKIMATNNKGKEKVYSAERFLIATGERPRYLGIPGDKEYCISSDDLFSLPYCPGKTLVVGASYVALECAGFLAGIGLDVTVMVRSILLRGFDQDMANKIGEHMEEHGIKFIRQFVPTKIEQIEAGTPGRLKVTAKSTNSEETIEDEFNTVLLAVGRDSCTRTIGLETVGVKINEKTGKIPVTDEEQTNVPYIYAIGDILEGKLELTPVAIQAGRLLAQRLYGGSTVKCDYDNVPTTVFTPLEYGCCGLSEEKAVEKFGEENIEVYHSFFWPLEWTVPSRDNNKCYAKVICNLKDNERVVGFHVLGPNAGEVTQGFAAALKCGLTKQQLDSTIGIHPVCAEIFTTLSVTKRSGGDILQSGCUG
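Rat TrxR1, dispensed at 90 nM, was prereduced with 400 uM NADPH (final) for 5 min at ~22 deg C, then incubated with compound 15 min before 400 uM selenite. A first-read NADPH fluorescence drop versus no-compound background flagged substrates.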
RXFP1 agonist: qHTS Assay for Agonists of the Relaxin Receptor RXFP1 | HEK293T-RXFP1 cAMP TR-FRET, 30 min; response scale: percent of porcine relaxin response, buffer zero | Potency, µM (series often up to 57.5 µM), without a hit: top-dose activation, most hits filed as activators | 370,000 tested, 0.3% active | AID 2676, 2010; note: potency is the fitted concentration of half-maximal effect; % is set by controls: 0 for no effect and ±100 for the full control effect; nearly all actives have a fitted effect of over 60% in size; many of its hits are not listed in these tables
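HEK293T cells stably expressing RXFP1 were pretreated with the PDE4 inhibitor Ro 20174, exposed to compounds for 30 min at 37C, lysed, and cAMP was read by TR-FRET. Data normalized to buffer (basal) and 29 nM porcine relaxin (100%).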
LDHA inh: qHTS assay for inhibitors of human lactate dehydrogenase; L-lactate dehydrogenase A chain (Homo sapiens), P00338; purified LDHA, NADH/diaphorase-resazurin fluorescence; active compounds read low; activity change, % (values are at about 110 or 230 µM); 480,000 tested, 0.15% active; AID 1347041, 2019; in the data active = activity change below about -30%; inconclusive = mostly about -25% to -30%;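 note: plate controls were DMSO wells for no effect and wells without enzyme for full effect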
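Remaining NADH was detected by diaphorase (0.133 mg/mL) converting 37 µM resazurin to fluorescent resorufin, read at 0 and 20 minutes. The preceding 5-minute room-temperature reaction used 2 nM LDHA, 0.2 mM sodium pyruvate and 0.06 mM NADH at pH 7.4.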
Vif-APOBEC3F blk: qHTS for Inhibitors of Vif-A3F Interactions: qHTS; HeLa A3F-eYFP + Vif (tagged APOBEC3F with the HIV-1 protein that degrades it), YFP fluorescence increase; Potency, µM (series often up to 46.1 µM), inactives show at the highest dose activity, negative = active; 390,000 tested, 0.2% active; note: potency is the fitted concentration of half-maximal effect; % of control where 0% means no effect; nearly all actives have a fitted effect of over 65% in size
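HeLa cells stably expressing Vif plus C-terminally eYFP-tagged A3F were seeded, incubated overnight at 37 deg C, dosed with compound, incubated overnight again at 37 deg C. Yellow fluorescence (Ex 488/Em 500-530) reported blocked Vif-mediated A3F-eYFP degradation.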
IDH1 R132H inh: qHTS for Inhibitors of mutant isocitrate dehydrogenase 1 (IDH1): qHTS; IDH1-R132H enzyme, NADPH consumption, diaphorase/resazurin fluorescence; 390,000 tested, 0.093% active; Potency, µM (series often up to 76.6 µM), without a hit: at the highest dose activity change, negative = inhibition, actives largely listed as inhibitors; Isocitrate dehydrogenase [NADP] cytoplasmic (Homo sapiens), O75874; note: potency is the fitted concentration of half-maximal effect; % is set by controls: 0 for no effect and ±100 for the full control effect; nearly all actives have a fitted effect of over 65% in size
Target sequence (O75874 whole entry R132H, stated change not applied): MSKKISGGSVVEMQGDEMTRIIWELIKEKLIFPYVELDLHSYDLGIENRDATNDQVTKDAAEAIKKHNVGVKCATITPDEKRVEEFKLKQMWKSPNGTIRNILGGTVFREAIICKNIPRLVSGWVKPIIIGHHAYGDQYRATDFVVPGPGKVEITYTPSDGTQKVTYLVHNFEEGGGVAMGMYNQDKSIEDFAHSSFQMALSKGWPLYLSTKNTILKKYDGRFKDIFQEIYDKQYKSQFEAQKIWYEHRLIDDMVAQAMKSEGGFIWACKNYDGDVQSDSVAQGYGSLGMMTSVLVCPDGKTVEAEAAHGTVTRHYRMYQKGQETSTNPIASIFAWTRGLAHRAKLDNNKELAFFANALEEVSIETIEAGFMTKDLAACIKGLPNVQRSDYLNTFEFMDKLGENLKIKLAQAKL
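IDH1-R132H (0.5 ug/mL dispensed) in pH 7.5 Tris buffer was preincubated 30 min with compound, then given a substrate mix of 0.016 mM NADPH and 2 mM alpha-KG for 80 min at room temperature; remaining NADPH was read by diaphorase/resazurin fluorescence.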
Glioma ERSR ind: qHTS for Inducers of the Endoplasmic Reticulum Stress Response (ERSR) in Human Glioma: qHTS; U87-MG GRP78 promoter luciferase reporter, 16 h; Potency, µM, for the others: at the highest dose activation, actives largely listed as activators; 420,000 tested, 0.02% active; note: potency is the fitted concentration of half-maximal effect; series mostly up to about 76 µM; % of control where 0% means no effect; nearly all actives have a fitted effect of over 35% in size
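Stably transfected U87-MG human glioma cells carrying a GRP78-based luminescent sensor were seeded at 1000 cells/well, pin-dosed with compounds and incubated 16 h. Luciferase reagent was then added, and end-point luminescence was read after 10 min at room temperature.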
USP1 inh: Inhibitors of USP1/UAF1: Primary Screen | Ubiquitin carboxyl-terminal hydrolase 1 (Homo sapiens), O94782 | recombinant USP1/UAF1, Ub-Rhodamine cleavage fluorescence | Potency, µM (series often up to 57.1 µM), without a hit: at the top dose activity change, negative = inhibition, actives largely listed as inhibitors | 390,000 tested, 0.23% active; note: potency is the fitted concentration of half-maximal effect; % is set by controls: 0 for no effect and ±100 for the full control effect; nearly all actives have a fitted effect of over 60% in size; inactives centre near -12
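USP1/UAF1 complex (1 nM) preincubated 15 min at room temperature with compound, then Ub-Rho substrate (150 nM final) added. Kinetic fluorescence at 480/540 nm over 6 reads at 60 s intervals; 50 mM HEPES pH 7.8, 0.5 mM EDTA, 0.1 mg/ml BSA, 1 mM TCEP, 0.01% Tween-20.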
* hit, by the source's call; ? = inconclusive; / = no result given; & = joins results of further samples; [ ] = remark or other dose. Unless noted, calls come from the whole dose curve; as a rule, active = well fitted curve in the direction sought with a large enough effect; inconclusive = small, poorly fitted or top-dose-only effect, or another doubt; inactive = no such curve, though single readings can be large; an effect the other way counts as inactive or inconclusive.

SMILES | Vif-APOBEC3G blk | PI4K2A block | TrxR1 substrate | RXFP1 agonist | LDHA inh | Vif-APOBEC3F blk | IDH1 R132H inh | Glioma ERSR ind | USP1 inh
CC(Oc1ccccc1)C(=O)N1CCN=C1SCc1ccccc1F (centres undefined) | -2% | 6 | 1% | -0.5% | -4 | 7% | 2% | -5% | -3%
CCOC(=O)N1CCN(C(=O)c2ccc(CNS(=O)(=O)c3ccc(OC)cc3)cc2)CC1 | 1% | 3 | -6% | -0.7% | -4 | 5% | 4% | -6% | -14%
Cc1ccccc1-n1nc(C)c2cc(C(=O)NCc3cccnc3)sc21 | -6% | 4 | 35% | 0.3% | 0 | -1% | 1% | -5% | -14%
COc1ccccc1NC(=O)Nc1nc(C(N)C2CCCCC2)cs1 (centres undefined) | -10% | 0 | / | / | -19 | / | / | -7% | /
COc1ccc(NS(=O)(=O)c2ccc3c(c2)CCC(=O)N3)c(OC)c1 | -1% | 0 | -7% | 1.1% | 13 | -9% | 5% | -2% | 7%
Cc1cc(Br)ccc1NC(=S)Nc1cccc([N+](=O)[O-])c1 | -1% | 0 | -7% | 2.9% | -2 | 2% | 5% | 0% | -20%
CCN(CC)c1ccc(NC(=O)CN2CCN(c3nc(C)cc(C)n3)CC2)cc1 | -5% | 3 | 9%[57.1 µM] | 0.0% | -4 | 11% | 3% | -1% | 0%
CN(C)c1ccc(-c2ccnc3c2CC(C)(C(=O)Nc2ccc(Cl)c(C(F)(F)F)c2)O3)cc1 (centres undefined) | -23% | -17 | / | / | 1 | / | / | ? | /
CCCc1nc2ccccc2c(=O)n1/N=C/c1ccc(O)cc1 | 1% | 4 | 9%[57.1 µM] | -0.8% | -10 | 1% | -4% | -1% | -13%
Cc1cc(-c2ccc(/C=N/n3cnnc3)o2)ccc1Cl | -6% | 1 | 2% | -4.0% | -17 | 0% | 5% | 1% | -22%
Cc1cc(O)c(N)c(C)c1Cl | -6% | 0 | 7% | -3.0% | 19 | 2% | 7% | 0% | -19%
CC(C)(CO)NCC(O)COc1ccc2c(c1)CCC2 (centres undefined) | 0% | 3 | -3% | 2.4% | -8 | 2% | -10% | -5% | -18%
CCOc1ccc2nc(NC(=O)c3c([N+](=O)[O-])cnn3CC)sc2c1 | 2% | 2 | -6% | -1.0% | -3 | 9% | -5% | -1% | -12%
COc1ccc(-n2c(Cc3cccn3C)nnc2SCC(=O)N2CCCc3ccccc32)cc1 | 3% | -8 | 1% | -0.3% | -8 | -4% | -2% | -1% | -9%
Cc1ccc(C(=O)COC(=O)c2ccc(Cl)c(N)c2)s1 | 0% | -2 | -16% | 1.5% | -7 | 3% | 4% | 1% | -9%
CC1CCC(NC(=O)Cn2ncc3c4ccccc4n(Cc4ccc(Cl)cc4)c3c2=O)CC1 (centres undefined) | -4% | -3 | 11% | -0.5% | -5 | -21% | 8% | -2% | ?
Cc1cccn2c(=O)c3cc(C(=O)NCc4ccccc4Cl)sc3nc12 | -8% | -1 | 10% | 6.1% | -7 | 4% | -15% | -4% | 0%
O=C(O)c1ccc2ncc(NC(=O)c3ccc(F)cc3)c(=O)n2c1 | 1% | -3 | 2% | 8.5% | -9 | 3% | 8% | -1% | -21%
COC(=O)c1ccc(CNC(=O)c2sccc2-c2ccccc2)cc1 | 2% | -4 | -2% | / | -3 | 5% | 1% | -3% | -2%
Oc1[nH]c2ccccc2c1OCc1ccncc1 | 0% | -1 | 12%[57.1 µM] | 3.9% | -6 | 0% | 0% | -3% | 0%
c1cncc(-c2cccnc2)c1 | 1% | -65* | 4%[57.1 µM] | -2.3% | 0 | 5% | -6% | -4% | -21%
COCc1ccc(-c2c(-c3ccc(OC)cc3)oc(=O)c3cc(OC)c(OC)cc23)cc1 | 2% | -3 | 14%[57.1 µM] | / | -16 | 2% | 32µM* | -3% | -18%
O=P(Cc1cc[n+]([O-])cc1)(c1ccccc1)c1ccccc1 | 1% | 3 | -9% | 1.8% | -3 | -11% | 7% | -1% | 5%
O=C(NCCOc1ccccc1Cl)C(=O)c1c[nH]c2ccccc12 | -13% | -2 | -7% | -1.7% | -5 | -4% | 8% | 3% | -8%
CN(Cc1ccccc1)C(=O)COC(=O)c1ccc(Br)o1 | 2% | 2 | -5% | / | -6 | 0% | 8% | -3% | 2%
COc1ccccc1CNC(=O)C1CCC(CNS(=O)(=O)c2cccc3cccnc23)CC1 (centres undefined) | 6% | 1 | 5% | 21% | -3 | 5% | 20% | -8% | -10%
C/C(=N\Nc1ccccn1)c1ccc(Br)s1 | 1% | -1 | -11% | / | 3 | ? | 7% | 2% | -5%
CCOC(=O)c1ccc(N2C(=O)CC(NC3CCN(C(=O)c4cccc(Cl)c4)CC3)C2=O)cc1 (centres undefined) | -2% | 3 | -7% | 0.7% | -8 | 6% | -3% | -3% | -16%
C/C(=N/NC(=O)c1nnn(-c2nonc2N)c1-c1ccccc1)c1ccncc1 | -9% | -1 | 1% | -0.5% | -11 | -17% | -8% | -6% | -14%
CC(C)c1nc(Cl)c(C#N)c2c1CCC2 | 0% | 2 | -2%[57.1 µM] | 2.3% | -3 | 14% | 3% | -4% | 0%
Cc1sc2nc(SCC(N)=O)n(C)c(=O)c2c1C | -2% | -2 | 21%[57.1 µM] | 1.1% | -2 | -19% | 3% | -2% | -8%
COc1cc(/C=C/C(=O)OCC(=O)Nc2cc(C)c(C)cc2[N+](=O)[O-])ccc1O | -6% | 5 | 3% | 7.6% | 0 | 3% | -1% | -4% | -2%
COc1ccc2[nH]c(C(=O)N3CCN(c4ccccc4F)CC3)c(C)c2c1 | 0% | 0 | -2% | 13% | -1 | -5% | 13% | -1% | -22%
CCC(Sc1nnc(-c2ccc(OC)c(OC)c2)c(-c2ccc(OC)c(OC)c2)n1)C(=O)NC1CCCC1 (centres undefined) | -5% | 1 | 2%[57.1 µM] | 12% | 3 | 5% | 10% | 1% | -15%
CCN(CC)CCCN1CC(=O)N2[C@@H](Cc3c([nH]c4ccccc34)C2(C)C)C1=O | 1% | -2 | 3% | -1.8% | -16 | -4% | -14% | -2% | -21%
COCc1cc(C)n(CC(=O)Nc2ccccc2C(=O)OC)c(=O)c1C#N | 1% | -1 | 33%[activator] | 2.2% | -1 | 1% | 5% | -3% | -6%
Cc1nn(C)c(C(=O)N/N=C/c2cccc(Oc3ccccc3)c2)c1Br | 1% | -1 | -6% | -3.2% | -5 | -3% | 39%[activator] | 5% | -2%
Cc1ccc(CCNC(=O)C2CCCN(c3ncnc4c3nc3n4CCCCC3)C2)cc1 (centres undefined) | 2% | -4 | -1% | -1.3% | -5 | 1% | 7% | 6% | -28%
CCOC(=O)C1CCN(C(=O)COC(=O)/C=C/c2ccc([N+](=O)[O-])cc2)CC1 | 0% | 4 | -7% | / | -1 | 0% | -1% | -1% | -19%
COCCNC(=O)Cn1nc(-c2ccc(C)cc2)c2ccccc2c1=O | 1%&3% | -1&2 | -2%&8% | 3.5%&5.0% | -3&1&-8 | 5%&-1% | -7%&-1% | -4%&0% | -4%&-13%
CC1(C)Nc2ccccc2N(CCC(=O)N2CCOCC2)C1=O | -1% | -5 | 6%[57.1 µM] | 0.8% | -3 | 1% | 2% | -2% | -9%
N/C(=N\N=C\c1ccc(Br)o1)c1nonc1N | 1% | -3 | -11% | -2.1% | -3 | -9% | -1% | -1% | -4%
CCCCCOC(=O)Cn1c(SCC(=O)Nc2ccccc2)nc2c1c(=O)[nH]c(=O)n2C | 1% | 7 | -11% | 1.3% | -4 | -1% | -2% | -3% | -13%
CCOc1cc(C)c(Cl)cc1S(=O)(=O)NCC1CCCO1 (centres undefined) | 0% | -3 | -7%[57.1 µM] | 1.6% | 0 | -3% | 3% | -2% | -16%
Clc1ccc(CSC2=NCCCN2)cc1Cl | -1% | -20 | 3% | -0.7% | 3 | 12% | 1% | -4% | -16%
COC(=O)[C@H](C)[C@H]1C[C@]1(C)[C@H](NC(=O)OCc1ccccc1)c1ccccc1 | -5% | -2 | 3% | 0.1% | 1 | 1% | -5% | -4% | -22%

Retrieved by structure from the entries so far:
SMILES | Vif-APOBEC3G blk | PI4K2A block | TrxR1 substrate | RXFP1 agonist | LDHA inh | Vif-APOBEC3F blk | IDH1 R132H inh | Glioma ERSR ind | USP1 inh
Cc1cc(Br)ccc1NC(=S)Nc1cccc([N+](=O)[O-])c1 | -1% | 0 | -7% | 2.9% | -2 | 2% | 5% | 0% | -20%
N/C(=N\N=C\c1ccc(Br)o1)c1nonc1N | 1% | -3 | -11% | -2.1% | -3 | -9% | -1% | -1% | -4%

The list is partial, so the mix of outcomes need not match the whole.
